# ASAP1 GAP inh: inhibitors of human ASAP1 ArfGAP activity; Q9ULH1; inhibition, % at 16.5 µM; ASAP1-stimulated ARF1 GTP hydrolysis, GDP FP detection; hit rate 0.19% among 360,000; AID 624377; in the data active means inhibition above about 25%;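 further: 0% = vehicle with enzyme and substrate and 100% = no enzyme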
# Target sequence (Q9ULH1 325-724 limits assumed): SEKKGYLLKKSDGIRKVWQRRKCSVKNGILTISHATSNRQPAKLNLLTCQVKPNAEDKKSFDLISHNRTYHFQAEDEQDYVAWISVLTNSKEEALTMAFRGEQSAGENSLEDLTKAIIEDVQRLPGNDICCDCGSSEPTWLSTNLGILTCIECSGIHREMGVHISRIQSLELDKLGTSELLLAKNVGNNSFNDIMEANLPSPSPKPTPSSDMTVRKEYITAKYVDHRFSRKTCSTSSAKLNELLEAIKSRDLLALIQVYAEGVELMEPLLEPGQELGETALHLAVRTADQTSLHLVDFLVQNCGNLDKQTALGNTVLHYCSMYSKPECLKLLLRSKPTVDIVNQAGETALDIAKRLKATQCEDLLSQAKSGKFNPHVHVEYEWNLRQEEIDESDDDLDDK
# Tn6 DDE FP: DD(E)-Tn6 binding inhibition, primary FP screen. Fibrin DD(E) TRITC-Tn6 fluorescence polarization displacement. inhibition, % at 8.3 µM. P02675. hit rate 0.21% among 370,000;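 active means inhibition above a per-campaign cutoff: mean of compounds within control limits plus 3 SD, cut at about 15% in these data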;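 further: 0% = median of all compound wells on the plate and 100% = blocking peptide control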
# Target sequence (P02675 whole entry, looked up): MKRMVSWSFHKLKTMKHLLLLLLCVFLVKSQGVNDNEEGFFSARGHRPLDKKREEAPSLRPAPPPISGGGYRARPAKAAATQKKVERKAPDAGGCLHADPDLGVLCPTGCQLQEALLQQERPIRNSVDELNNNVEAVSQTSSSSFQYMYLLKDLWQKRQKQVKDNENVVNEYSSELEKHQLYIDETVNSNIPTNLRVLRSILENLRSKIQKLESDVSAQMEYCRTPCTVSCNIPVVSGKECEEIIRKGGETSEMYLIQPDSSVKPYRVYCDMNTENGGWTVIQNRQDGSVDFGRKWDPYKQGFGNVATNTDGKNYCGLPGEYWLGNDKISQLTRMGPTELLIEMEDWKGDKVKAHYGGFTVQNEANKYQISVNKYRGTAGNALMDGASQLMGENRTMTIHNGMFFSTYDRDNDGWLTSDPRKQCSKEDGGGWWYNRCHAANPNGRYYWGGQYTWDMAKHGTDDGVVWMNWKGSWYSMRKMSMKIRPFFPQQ
# ARFGAP1 inh: rat ARFGAP1 inhibition; hit rate 0.26% among 360,000; Arfgap1-stimulated ARF1 GTP hydrolysis, GDP FP detection; Q62848; inhibition, % at 16.5 µM;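 active means inhibition above a per-plate limit, mean inhibition of low control wells plus 3 SD, cut at about 25% in these data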;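 further: 0% = DMSO wells with enzyme and 100% = wells lacking Arfgap1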
# Target sequence (Q62848 1-136 limits assumed): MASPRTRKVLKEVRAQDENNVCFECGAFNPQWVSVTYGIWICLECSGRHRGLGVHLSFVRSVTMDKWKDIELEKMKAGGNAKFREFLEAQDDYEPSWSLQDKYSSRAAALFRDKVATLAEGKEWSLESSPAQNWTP
#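 Repeats: one replicate per compound; assay system: rat Arfgap1 catalytic domain, aa 1-136; times: enzyme reaction 120 min at 25 °C after 20 min preincubation; detection: FP of antibody-bound GDP Alexa 633 tracer, ex 620/em 688 nm; benchmarks: high control wells lacking Arfgap1, low control full reaction with DMSO; reagent: human ARF1(Δ1-17)-GTP substrate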
# ADAM10 inh: ADAM10 inhibition, QFRET primary screen; O14672; recombinant ADAM10, EDANS/DABCYL FRET peptide cleavage, 3 h; inhibition, % at 7 µM; hit rate 0.62% among 370,000;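 active means inhibition above a per-campaign cutoff equal to the mean of compounds falling between control-based bounds plus 3 SD, cut at about 20% in these data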;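 further: 0% = DMSO wells while the 100% control is not disclosed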
# ADAM17 inh: inhibits human ADAM17; P78536; recombinant ADAM17, EDANS/DABCYL FRET peptide cleavage; inhibition, % at 6.95 µM; hit rate 0.83% among 370,000;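 active means inhibition above the mean of compounds lying between control limits plus 3 SD, set per campaign, cut at about 8.5% in these data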;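 further: 0% = DMSO-only wells as the low control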
# TDP2 inh: blocks human TDP2 phosphodiesterase activity | inhibition, % at 12.8 µM | recombinant TDP2, T5PNP hydrolysis, p-nitrophenol absorbance 415 nm | O95551 | hit rate 0.34% among 370,000;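 active means inhibition above the mean of all tested compounds plus 3 SD, set per campaign, cut at about 25% in these data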;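 further: 0% = DMSO with enzyme and 100% = buffer with substrate but no TDP2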
#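 System – recombinant human TDP2 · Quantity – TDP2 enzyme at 120 nM final · Doses – single concentration, 12.8 µM nominal, with 1% DMSO · Incubation – 2 h at 37 °C · Measured by – epi absorbance of p-nitrophenol freed from T5PNP by hydrolysis · Read-out – % inhibition relative to enzyme-containing and enzyme-free wells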
# LEDGF integ inh: blocks HIV-1 LEDGF/p75-dependent DNA integration; hit rate 0.64% among 370,000; inhibition, % at 3.7 µM; TR-FRET IN-LEDGF/p75 DNA integration, Eu/Cy5;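 active means inhibition above the screen-wide mean plus 3 SD, cut at about 13% in these data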;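 further: signal is the Cy5 over europium emission ratio at 671 and 618 nm; 0% = plate median of compound wells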
# PLC-gamma1 inh: inhibitors of human phospholipase C gamma1; P19174; purified PLC-gamma1, fluorogenic substrate, fluorescence; inhibition, % at 12.2 µM; hit rate 0.84% among 370,000; AID 720700; in the data active means inhibition above about 9.5%
# proKLK7 act: activators of human kallikrein-7 zymogen | P49862 | purified proKLK7, EDANS-DABCYL substrate fluorescence; 100% is mature enzyme control, 0% vehicle | activation, % at 7 µM | hit rate 0.9% among 370,000 | AID 652039;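 active means activation above the mean of all tested compounds plus 3 SD, computed per campaign excluding outliers beyond control limits, cut at about 13% in these data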
# DDE Tn7 FP inh: DD(E)-Tn7 binding inhibition, primary FP screen | AID 720508 | P02675 | hit rate 0.13% among 370,000 | FP displacement of FITC-Tn7 peptide from fibrin DD(E); 0% = median of compound wells per plate | inhibition, % at 8.3 µM;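 active means inhibition above the mean of compounds falling within the control limits plus 3 SD of them, cut at about 14% in these data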;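 further: 0% = plate median of compound wells and 100% = 10 µM Aha-Tn7 peptide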
#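 Assay system: Human fibrin DD(E) protein | Medium: Tris buffer with calcium and detergent, pH 7.8 | Reagent: 0.1 µM fluorescent Tn7 | Compound dosing: Single point at 8.3 µM | Times: 10 min preincubation, 3 h with tracer, room temperature | Detection: Fluorescence polarization of the labelled Tn7 tracer | Controls: Aha-Tn7 high control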
# * hit, by the source's call; i = inactive; nt = not tested or not shown.
Tn6 DDE FP	DDE Tn7 FP inh	TDP2 inh	ADAM10 inh	ARFGAP1 inh	ASAP1 GAP inh	LEDGF integ inh	proKLK7 act	PLC-gamma1 inh	ADAM17 inh	Structure
4	3	-5	3	10	2	-1	0.6	-47	-1	CCN(CC)C(=O)CSC(Nc1cccc(F)c1)=C(C#N)C#N
0	2	7	3	nt	nt	3	0.7	-1	-2	COC(=O)[C@]12C[C@H](CC(=O)N3CCCCC3)C(=O)N(Cc3ccccc3)C1=C[C@H](COCc1ccccc1)O[C@@H]2C
3	-9	0	i	6	-9	1	83*	i	i	CCc1cc(=O)oc2c(CN3CCCC3)c(O)c(Cl)cc12
0	1	11	-3	7	8	-3	-0.1	1	-3	COc1ccc(S(=O)(=O)Nc2c(C)n(C)n(-c3ccccc3)c2=O)cc1C(=O)O
-2	5	7	0	-1	-13	-1	-0.2	0	-2	COc1cc(NCCC(=O)c2cccs2)c(OC)cc1Cl
-3	-3	-1	4	3	-8	-1	0.2	-2	-3	Cc1ccc(-n2c(Cc3noc4ccccc34)n[nH]c2=S)cc1
3	4	0	2	-1	1	3	-0.7	3	0	COCCCNC(=O)c1ccc([N+](=O)[O-])cc1
-2	-5	-3	10	-2	-1	5	-0.2	2	3	COc1ccc(NC(=O)CN2CCN(CC(=O)Nc3ccc(OC)cc3)CC2)cc1
1	8	10	4	-1	16	1	-0.7	0	0	O=S(=O)(c1ccc2nc(-c3ccccc3)[nH]c2c1)N1CCN(c2ccc(Cl)cc2)CC1
-4	-6	-1	4	1	1	5	0.0	4	0	COc1ccc2nccnc2c1[N+](=O)[O-]
-2	1	-4	-4	5	3	0	-0.1	-2	-6	CC(C)(C)n1ncc2c(=O)n(Cc3c(Cl)cccc3Br)cnc21
7	-3	-2	-16	-1	-7	1	-0.7	0	3	COc1ccc(-c2nc(C)c(C(C)=O)n2O)cc1OC
1	3	6	3	7	-11	-1	0.2	0	-5	CCC(OC(=O)c1nsc(Cl)c1Cl)C(=O)NCc1cccs1 (centres undefined)
7	-5	2	-11	4	2	2	0.6	1	5	CCOc1ncccc1C(=O)Nc1ccc(S(=O)(=O)Nc2nc(C)cc(C)n2)cc1
-1	5	3	3	8	14	0	0.5	-7	-1	NC(=O)c1ccc[n+](CC(=O)c2ccc(NC(=O)c3ccccc3)cc2)c1
-4	1	1	5	6	-8	2	0.3	0	-1	O=C(Nc1cc(-c2nn(CC(=O)N3CCCCC3)c(=O)c3ccccc23)ccc1N1CCOCC1)c1ccc(Cl)cc1
7	0	-4	5	-6	1	-4	-0.5	-1	-3	S=c1[nH]nc(C2CCCCC2)n1/N=C/c1ccccc1Cl
-1	1	-18	-7	-7	-2	2	-0.7	-4	0	Cc1cc(NC(=O)Nc2cccs2)no1
1	-3	10	4	-4	-7	1	0.3	-1	-4	COc1ccc(S(=O)(=O)N2CCCOC2CNC(=O)C(=O)NCc2ccncc2)cc1 (centres undefined)
4	5	8	1	6	6	-4	-0.5	-1	-5	COc1ccc2[nH]cc(CCNC(=O)c3ccc([N+](=O)[O-])cc3)c2c1
5	-4	-13	-3	7	2	0	1.1	-1	1	CCOC(=O)[C@]12CCCC=C1N(Cc1ccco1)C(=O)[C@H](CC(=O)N1CCC(c3ccccc3)CC1)C2
1	6	4	-5	6	1	-1	-0.5	-2	1	Cc1ccccc1Nc1ncnc2c1cnn2-c1ccccc1
-6	0	4	-2	-6	-15	3	-0.1	4	-1	CCOc1ccc(NC(=O)CC2C(=O)N(c3ccccc3)C(=O)N2CCOC)cc1 (centres undefined)
11	3	6	1	2	14	-2	-0.1	1	-2	CCN1C(=O)C(C)S/C1=N\S(=O)(=O)c1ccc(F)cc1 (centres undefined)
6	7	4	-6	0	-8	-4	0.2	-2	0	Cc1ccc(S(=O)(=O)N2CCOCC2)cc1C(=O)NCCCN1CCCC1=O
0	7	11	-2	-16	0	3	-0.2	1	-3	O=C(OCC(=O)N1CCC(c2ccccc2)=N1)c1ccc([N+](=O)[O-])s1
3	1	0	-2	1	-12	3	7.7	-10	-3	CCOC(=O)C(=O)/C(=C\N(C)C)c1onc(-c2c(F)cccc2Cl)c1C(=O)OC
-12	-4	-4	5	15	6	-1	0.1	2	-1	CSc1c[n+]2c(n1C)CCC2
-2	6	5	4	-10	7	-1	0.6	1	-7	COC(=O)c1sc(C(C)(C)C)cc1CS(=O)(=O)c1ccccn1
3	3	-9	12	-9	-2	2	0.2	5	4	CC(C)(C)NC(=O)c1cccc(NC(=O)c2ccco2)c1
-2	-5	2	10	13	-1	0	-0.7	0	-3	COc1ccc(NC(=O)C(C)N2C(=O)C3CC=C(Cl)CC3C2=O)cc1 (centres undefined)
-2	0	-13	4	-4	-8	1	-0.5	4	0	CCCCN(C)CCN1C(=O)C2C(C(=O)Nc3ccc(OC)cc3)C3C=CC2(O3)C1C(=O)NC1CCCCC1 (centres undefined)
2	3	-1	-67	18	2	2	16*	-243	-8	COc1ccc(C2=CC(c3ccc(OC)c(OC)c3)n3nnnc3N2)c(OC)c1 (centres undefined)
4	-2	5	2	5	5	-1	-0.7	2	0	Nc1nnc(SCC(=O)OCC(=O)Nc2ccc(Br)cc2F)s1
-4	-5	3	4	11	10	0	0.2	2	1	Cc1ccccc1OCCn1c(=S)[nH]c2ccccc21
-2	2	-4	7	-6	8	2	-0.1	-1	0	COc1ccc(CCC(=O)Nc2cc3c4c(c2)CC(=O)N4CCC3)cc1
-4	3	-19	2	0	7	-2	-0.6	0	-2	COC(=O)c1ccc(NC(C)=O)o1
-1	-1	-9	-12	-9	-8	0	0.1	-5	-2	CCc1nc2ccc(C(=O)N3CCCCC3)cn2c1N(C)CCCc1ccccc1
4	-6	-2	5	-11	14	0	0.3	-10	0	COc1ccc(Nc2ncnc3c2cnn3Cc2ccccc2)cc1OC
2	1	4	-2	-6	-16	0	0.8	-1	-2	Cn1nccc1C(=O)NC1CCCc2c1cnn2-c1cc(F)cc(F)c1 (centres undefined)
-2	-2	-6	5	2	-19	2	0.2	0	-2	Cc1ccc(CSCC(=O)N(C)CC(=O)Nc2ccccc2Cl)cc1
7	0	3	1	10	-6	-2	-0.4	0	3	CCN(CC)C(=O)c1ccccc1NC(=O)c1ccccc1SC
0	6	8	6	0	4	-1	-0.1	0	-2	COc1ccc(NC(=O)C2(C)CCN2Cc2ccccc2Cl)cc1OC (centres undefined)
12	1	-8	-90	22	10	-1	28*	-102	-16	COc1ccc(/C=C/C(=O)Nc2ccc(-n3nncc3-c3ccc(OC)c(OC)c3)cc2)cc1OC
-5	4	7	-15	-1	5	11	0.5	-23	-5	O=C(NCc1ccc2c(c1)OCO2)c1cc2c(s1)CSC2
1	2	-6	12	8	-5	5	0.2	-2	1	COc1cccc(C(=O)Nc2ccc3[nH]ncc3c2)c1
-3	1	3	-1	4	0	1	-0.2	-2	-3	Clc1ccc(CNCCCSc2ncccn2)cc1
2	1	-16	4	5	-2	0	-0.2	3	-1	CCNS(=O)(=O)c1c(C)cc(N2CCCC2=O)cc1C
1	0	-13	1	10	-5	0	-0.3	2	0	COc1ccc(NC(=O)C2CC(=O)N(c3ccccc3C)C2)c(OC)c1 (centres undefined)
6	2	10	3	-15	-11	-2	0.2	-2	-4	O=C(/C=C/c1ccc(Cl)cc1)c1ccc([N+](=O)[O-])o1

# Some of these compounds in order of SMILES length, low to high.
Tn6 DDE FP	DDE Tn7 FP inh	TDP2 inh	ADAM10 inh	ARFGAP1 inh	ASAP1 GAP inh	LEDGF integ inh	proKLK7 act	PLC-gamma1 inh	ADAM17 inh	Structure
-4	3	-19	2	0	7	-2	-0.6	0	-2	COC(=O)c1ccc(NC(C)=O)o1
3	3	-9	12	-9	-2	2	0.2	5	4	CC(C)(C)NC(=O)c1cccc(NC(=O)c2ccco2)c1
4	-2	5	2	5	5	-1	-0.7	2	0	Nc1nnc(SCC(=O)OCC(=O)Nc2ccc(Br)cc2F)s1

# Quoted from the listing.
# For ASAP1 GAP inh, CSc1c[n+]2c(n1C)CCC2 reads 6
# For DDE Tn7 FP inh, S=c1[nH]nc(C2CCCCC2)n1/N=C/c1ccccc1Cl reads 0
# For LEDGF integ inh, COc1ccc(-c2nc(C)c(C(C)=O)n2O)cc1OC reads 1
# For ADAM17 inh, COc1ccc(NC(=O)CN2CCN(CC(=O)Nc3ccc(OC)cc3)CC2)cc1 reads 3
# For Tn6 DDE FP, CCOC(=O)[C@]12CCCC=C1N(Cc1ccco1)C(=O)[C@H](CC(=O)N1CCC(c3ccccc3)CC1)C2 reads 5

# (cont.)
Tn6 DDE FP	DDE Tn7 FP inh	TDP2 inh	ADAM10 inh	ARFGAP1 inh	ASAP1 GAP inh	LEDGF integ inh	proKLK7 act	PLC-gamma1 inh	ADAM17 inh	Structure
0	8	-1	8	-8	1	0	0.2	-2	0	COc1ccc(C(=S)N2CCOCC2)cc1OC(=O)c1cc(OC)c(OC)c(OC)c1
7	-9	2	-8	0	-4	2	-0.7	-4	-5	COc1ccc(C2=C(Nc3ccccc3)c3ccccc3C2=O)cc1
-1	5	-2	-13	13	-10	-4	-0.4	-2	-3	Cn1c(=O)c2c(nc(NCCc3ccccc3)n2Cc2ccc(F)cc2)n(C)c1=O
-2	5	6	1	7	4	3	-0.2	1	0	Cc1c(NS(=O)(=O)c2ccc(NCCN3CCOCC3)c([N+](=O)[O-])c2)c(=O)n(-c2ccccc2)n1C
-9	2	10	9	9	-3	6	0.9	-5	-2	Cc1cccn2c(CN(C)C3CCCc4ccccc43)c(C(=O)N3CCOCC3)nc12 (centres undefined)
1	-4	0	-6	17	8	2	0.7	-2	-5	CCOC(=O)C1(Cc2cccc(Cl)c2)CCCN(C(=O)c2cccc(C)n2)C1 (centres undefined)
2	0	-3	5	6	6	-1	-0.2	4	-1	O=C(CSC1=NCCN1)Nc1cccc([N+](=O)[O-])c1
0	-4	7	1	-2	-7	4	0.1	1	-3	Cc1cccc(NC(=O)c2ccc(S(=O)(=O)N3CCOCC3)cc2)n1
0	4	5	1	-11	-5	-9	0.7	2	-3	Cc1c(Cl)cccc1NC(=S)NCC(O)c1ccccc1 (centres undefined)
-1	-8	3	0	1	-3	6	-0.3	1	2	O=C(c1cc([N+](=O)[O-])ccc1Cl)N1CCN(c2ccc(F)cc2)CC1
-3	7	6	4	19	-2	0	0.5	-1	-4	CCOC(=O)[C@H]1[C@H]2COc3cc(OC)ccc3[C@@H]2N2C(=O)CN(C)C(=O)[C@@]12C
2	4	-8	-8	5	3	6	-0.1	1	-7	O=C1c2ccccc2C(=O)N1CC1CO1 (centres undefined)
-4	2	2	-2	-2	2	-2	0.2	-3	1	Cc1ccccc1C(=O)NC=C1C(=O)OC(C)(C)OC1=O
